Pf Dd2 inh: qHTS Primary assay for Inhibitors of Plasmodium falciparum Dd2 growth in vitro | P. falciparum Dd2 growth, SYBR Green, 72 h | Potency, µM (titrated, usually from 28.9 µM), inactives show at the highest dose activity, negative = inhibition, most hits filed as inhibitors | 120,000 tested, 4.3% active | AID 1347417, 2020; active = well fitted inhibition curve with a large enough effect; inconclusive = small, poorly fitted or top-dose-only effect; inactive = no such curve, though single readings can be large or run the other way;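 note: plate controls were DMSO vehicle for no effect and reference drug for full effect; nearly all actives have a fitted effect of over 65% in size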
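Readout: SYBR Green fluorescence, 485 nm excitation, 535 nm emission, after ~16 h lysis at 37C. Before that, Dd2-infected red cells (2.5% hematocrit) grew 72 h with compound, 29 uM top final concentration.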
The depositor's hits bear a star; i = inactive; ? = inconclusive; [ ] = another dose, or the depositor's remark. Potency is the fitted concentration of half-maximal effect. These rows are one share of the data; count on the stated rates, not on these rows.

Sample of the layout:
SMILES	Pf Dd2 inh
Cc1ccc2nc(CO[C@H]3CN(CC4CC4)C[C@H]3F)[nH]c2c1	?
Cc1ccccc1CN1CCc2c(n(Cc3ccccc3)n(-c3ccccc3)c2=O)C1	?
COc1ccc(Br)cc1CNC(=O)c1ccc2nc(C(C)C)oc2c1	10%
COc1cc2c(cc1Oc1ccccc1)NC(=O)C21CCN(C(=O)c2cccc(O)c2)CC1	i
O=C1CCCc2occ(C(=O)N3CCCC4(CCNC4)C3)c21 (stereo not given)	-3%
CC(C)c1ccc(N2CC(C(=O)N(C)Cc3cnccn3)CC2=O)cc1 (stereo not given)	-14%
Cn1c(=O)c2c(nc(NCCc3ccccc3)n2Cc2ccccc2Br)n(C)c1=O	26%
COCCNC(=O)c1ccc2c(c1)N(C)C(CC(=O)NC(C)(C)CO)CO2 (stereo not given)	-14%
Cn1c(=O)c2cc(S(=O)(=O)NC(Cc3ccccc3)C(=O)Nc3ccc(F)cc3)ccc2n(C)c1=O (stereo not given)	?
Cc1c(C(=O)NCc2ccc(F)cc2)oc2ccc(S(=O)(=O)N3CCCCC3)cc12	?
Cc1ccc(CNC(=O)CN2C(=O)CCc3cc(S(=O)(=O)N4CCCCC4)ccc32)cc1	?
CCCN1CCCc2cc(CN(CCCN3CCOCC3)C(=O)Nc3ccc(CC)cc3)ccc21	-11%
O=C(C1CCCN(S(=O)(=O)c2ccc(Br)s2)C1)N1CCN(c2ccccc2)CC1 (stereo not given)	i
COc1ccc(NC(=O)O[C@@H]2CO[C@H]3[C@@H]2OC[C@@H]3NC(=O)Nc2cccc(C(F)(F)F)c2)cc1	-25%
O=S(=O)(NCCc1noc(-c2ccncc2)n1)c1ccccc1	54%[activator]
CC(C)Oc1ccc2c(NC(=O)c3ccon3)nn(Cc3ccccc3)c2c1	?
CCCCc1cn(C[C@H]2C[C@@H]3CCN2C[C@@H]3C(=O)Nc2nccs2)nn1	?
Cc1cc(C)cc(-n2c(=O)[nH]c3ccccc3c2=O)c1	i
CCCNC(=O)N1CCC(Oc2ncccc2C(=O)N2CCOCC2)C1 (stereo not given)	11%
COCCN1CCC(CN(CC2CCCO2)C(=O)c2cc(Cl)cn2C)CC1 (stereo not given)	i
COCCNC(=O)[C@@H]1C[C@H](Oc2ccccc2)CN1C(=O)c1ccncc1	24%
COc1ccc(C)cc1NC(=O)C1(CCO)CC12CCOCC2 (stereo not given)	?

The whole of this part, repeating the preview:
SMILES	Pf Dd2 inh
Cc1ccc2nc(CO[C@H]3CN(CC4CC4)C[C@H]3F)[nH]c2c1	?
Cc1ccccc1CN1CCc2c(n(Cc3ccccc3)n(-c3ccccc3)c2=O)C1	?
COc1ccc(Br)cc1CNC(=O)c1ccc2nc(C(C)C)oc2c1	10%
COc1cc2c(cc1Oc1ccccc1)NC(=O)C21CCN(C(=O)c2cccc(O)c2)CC1	i
O=C1CCCc2occ(C(=O)N3CCCC4(CCNC4)C3)c21 (stereo not given)	-3%
CC(C)c1ccc(N2CC(C(=O)N(C)Cc3cnccn3)CC2=O)cc1 (stereo not given)	-14%
Cn1c(=O)c2c(nc(NCCc3ccccc3)n2Cc2ccccc2Br)n(C)c1=O	26%
COCCNC(=O)c1ccc2c(c1)N(C)C(CC(=O)NC(C)(C)CO)CO2 (stereo not given)	-14%
Cn1c(=O)c2cc(S(=O)(=O)NC(Cc3ccccc3)C(=O)Nc3ccc(F)cc3)ccc2n(C)c1=O (stereo not given)	?
Cc1c(C(=O)NCc2ccc(F)cc2)oc2ccc(S(=O)(=O)N3CCCCC3)cc12	?

Some of the entries above in another layout.
> Cn1c(=O)c2cc(S(=O)(=O)NC(Cc3ccccc3)C(=O)Nc3ccc(F)cc3)ccc2n(C)c1=O (stereo not given)
  Pf Dd2 inh = ?

> CC(C)c1ccc(N2CC(C(=O)N(C)Cc3cnccn3)CC2=O)cc1 (stereo not given)
  Pf Dd2 inh = -14%

The list continues:
SMILES	Pf Dd2 inh
Cc1ccc(CNC(=O)CN2C(=O)CCc3cc(S(=O)(=O)N4CCCCC4)ccc32)cc1	?
CCCN1CCCc2cc(CN(CCCN3CCOCC3)C(=O)Nc3ccc(CC)cc3)ccc21	-11%
O=C(C1CCCN(S(=O)(=O)c2ccc(Br)s2)C1)N1CCN(c2ccccc2)CC1 (stereo not given)	i
COc1ccc(NC(=O)O[C@@H]2CO[C@H]3[C@@H]2OC[C@@H]3NC(=O)Nc2cccc(C(F)(F)F)c2)cc1	-25%
O=S(=O)(NCCc1noc(-c2ccncc2)n1)c1ccccc1	54%[activator]
CC(C)Oc1ccc2c(NC(=O)c3ccon3)nn(Cc3ccccc3)c2c1	?
CCCCc1cn(C[C@H]2C[C@@H]3CCN2C[C@@H]3C(=O)Nc2nccs2)nn1	?
Cc1cc(C)cc(-n2c(=O)[nH]c3ccccc3c2=O)c1	i
CCCNC(=O)N1CCC(Oc2ncccc2C(=O)N2CCOCC2)C1 (stereo not given)	11%
COCCN1CCC(CN(CC2CCCO2)C(=O)c2cc(Cl)cn2C)CC1 (stereo not given)	i
COCCNC(=O)[C@@H]1C[C@H](Oc2ccccc2)CN1C(=O)c1ccncc1	24%
COc1ccc(C)cc1NC(=O)C1(CCO)CC12CCOCC2 (stereo not given)	?
Cc1ccc(NC(=O)CN2C(=O)COc3ccc(S(=O)(=O)NC4CCCC4)cc32)c(Cl)c1	47%[activator]
Cc1cc2cccc(-c3nc(C4CCOC4)nn3CC(=O)O)c2o1 (stereo not given)	-14%
Cc1ccc(NC(=O)[C@H](CSCc2ccccc2)N2Cc3ccccc3C2=O)cc1	i
COC[C@@H]1CN(S(=O)(=O)c2cc(F)cc(F)c2)C[C@H]1C(N)=O	-4%
Cn1nc(-c2nncn2CC2CC2)c2c1CCN(C(=O)c1[nH]nc3c1COc1ccccc1-3)C2	?
COc1ccccc1CCC(=O)NC(C)C(=O)N1CCN(c2ccccn2)CC1 (stereo not given)	i
CN(C)[C@@H]1CN(C(=O)c2ccco2)CC[C@]1(O)c1ccccc1	7%[5.79 µM]
CCc1ccc2c(c1)c(=O)c(S(=O)(=O)c1ccccc1)cn2CC(=O)Nc1ccc(OC)cc1	-19%
CN1CCC(OC2CCN(C(=O)c3ccccc3)CC2)CC1	52%[activator]
CCOC(=O)Cn1c(=O)n(-c2ccccc2OC)c2nc(-c3ccccc3)nc(C(N)=O)c21	?
C[C@@H](NC(=O)c1cccs1)c1onc(-c2ccc(F)cc2)c1C(=O)O	4%[44.1 µM]
C=CCOc1ccccc1CN(CC)C(=O)C1CCN(c2ncccn2)CC1	-15%
O=C(NC1CCCC1)c1ccc(CSc2nc3ccncc3n2Cc2ccccc2F)cc1	?
CCC(C)NC(=O)c1nn(-c2ccc(C)cc2)c(=O)n(C)c1=O (stereo not given)	21%
O=C(c1cccs1)N1CCC[C@H]1c1nc(-c2ccccc2)no1	i
Cc1ccc(C)c(S(=O)(=O)N2[C@H]3CC[C@@H]2c2cnc(-c4ccccc4)nc2C3)c1	?
Cc1cn2c(=O)cc(COc3ccc(NC(=O)COc4ccccc4)cc3)nc2s1	-8%
O=C(NCc1ccccc1Cl)c1csc(N2CCN(c3ccc(F)cc3)CC2)n1	i
COc1ccccc1NC(=O)Cn1c(=O)n(-c2cccc(C)c2)c(=O)c2c1c1cc(C)ccc1n2C	26%
CC1CN(C(=O)N2CCC(C(=O)NCc3ccccc3F)CC2)c2cc(Cl)ccc2O1 (stereo not given)	-25%
Cc1nc2cccnc2n1C1CCN(S(=O)(=O)c2ccc(C(C)C)cc2)CC1	-1%
COC[C@@H]1[C@H](NC(=O)c2ccc(Cn3nnnc3C)cc2)[C@@H]2CCO[C@H]12	0%
CCC(Oc1ccccc1)C(=O)Nc1cc(-c2ccccc2OC)nn1-c1ccccc1 (stereo not given)	i
Cc1nn(C)c2c1c(-c1ccccc1)cc(=O)n2Cc1ccc(F)cc1	?
CCN(CC)C(=O)[C@@H]1C[C@H](N)CN1C(=O)c1ccc2c(c1)OCC(=O)N2	3%
Cc1nn2c(c1-c1ccccc1Oc1ccccc1)N(Cc1cccc(O)c1)CCC2	?
O=C(NCCc1ccc(Cl)cc1)C1CCc2nnc(C3CCN(C(=O)c4ccccc4)CC3)n21 (stereo not given)	1%
CC(=O)N1c2c(cc(Br)cc2S(=O)(=O)N2CCN(c3cc(C)ccc3C)CC2)CC1C (stereo not given)	?
CCOc1ccc(OCC)c(NC(=O)c2cc(S(=O)(=O)N3CCc4ccccc43)cn2C)c1	?
Cc1nn(-c2cccc(Cl)c2)c2nc(-c3cccnc3)cc(C(F)(F)F)c12	i
O=C(C1CCCCC1)N1CCc2nn(Cc3ccccc3)c(=O)n2CC1	51%[activator]
Cc1ccc(-n2c(C)cc(/C=C(\C#N)C(=O)Nc3ccc(C)c(C)c3)c2C)cc1	2%
COc1cc2c(cc1Oc1ccccc1)NC(=O)C21CCN(C(=O)C(C)C)CC1	i
O=C1NC2(CCN(Cc3ccccc3)C2)COc2ccccc21 (stereo not given)	10µM*
COc1cccc(CNC(=O)CCc2c(C)nc3c4c(C)cc(C)nc4nn3c2C)c1	?
Cc1ccc(C2NC(=O)N(CC(=O)NC3CCCC3)C3=C2C(=O)OC3)cc1 (stereo not given)	-21%
O=C(c1ccccn1)N1CCC2(CC1)NC(=O)N(Cc1ccc(Cl)cc1)C2=O	-14%
CCc1noc(-c2cn(C3CCN(C(=O)c4ccc(OC)cc4)CC3)nn2)n1	i

Going on with the list:
SMILES	Pf Dd2 inh
CCn1c(C2CCCNC2)nn(CCn2ccc(C)n2)c1=O (stereo not given)	27%
CCc1cc(=O)n(CC(=O)Nc2cccc(C(C)=O)c2)c(-c2ccccc2)n1	i
CCCCN(CC)C(=O)c1nn(-c2ccc(OC)cc2)c(=O)c2c1c1ccccc1n2C	?
CCOC(=O)C1CCN(C(=O)Cn2ncc3c4ccccc4n(Cc4ccccc4)c3c2=O)CC1	?
Cc1ccc(C(=O)NCc2nnc3ccc(-c4ccc(F)cc4)nn23)c(C)c1	16%
Cc1cc(O)c(C(c2ccc(Cl)cc2)N2CCN(c3ccccc3)CC2)c(=O)n1Cc1ccco1 (stereo not given)	i
CCS(=O)(=O)Nc1ccc(C2(C(=O)NC3CCCC3)CCCCC2)cc1	-9%
CC(=O)Nc1ccc(S(=O)(=O)N2CCN(c3ccc(C)c(C)c3)CC2)cc1	22%
COc1ccc(/C=C/C(=O)Nc2sc3c(c2C(N)=O)CCC(C)C3)cc1OC (stereo not given)	-14%
COc1ccc(-c2cc([C@H]3CN4CC[C@H]3C[C@@H]4CNC(=O)N3CCOCC3)n(C)n2)cc1OC	12%
CCOc1ncccc1C(=O)N1CCC(Cc2cccc(C(N)=O)c2)C1 (stereo not given)	2%
COc1ccc(C(=O)N2CCC(n3cc(-c4nc(C)no4)nn3)C2)c(C)c1 (stereo not given)	i
COc1ccc(-c2nc(N3CCOCC3)cc3c2CN(Cc2ccccc2)C3=O)cc1OC	?
CCN(CC)CC[C@H]1CN(C(=O)C2CC2)CC[C@H]1CC(=O)O	58%[activator][44.1 µM]
CC(C)CN1C(=O)c2ccccc2C(C(=O)Nc2ccc(C(N)=O)cc2)C12CCCC2 (stereo not given)	?
O=C(O)C1=NOC2CN(Cc3nc4ccccc4s3)CC12 (stereo not given)	8%[44.1 µM]
COc1cccc(C(=O)N[C@@H]2CN(c3ccccn3)C[C@H]2CN(C)C)c1	-14%
COCC1CCN(c2ccc(-c3nc(CCCc4ccccc4)no3)cn2)C1 (stereo not given)	?
CN(C)Cc1nnc(C2CC(NC(=O)c3ccn(C)c(=O)c3)C2)n1C (stereo not given)	-8%
CC1=C(C(=O)Nc2ccc(C)cc2C)C(c2ccc(O)cc2)n2nnnc2N1 (stereo not given)	?
O=C1NCCCCCCN(Cc2ccncc2)[C@@H]2CN(C(=O)CCc3c[nH]c4ccccc34)CC[C@@H]12	?
Cc1ccc(C(=O)N2CCC[C@H]2c2nc(-c3ccccc3)no2)cc1C	-9%
COc1cccc(N2CC(NC(=O)c3ccco3)CC2=O)c1 (stereo not given)	30%[activator]
COc1ccccc1-c1ccc2ncc(Nc3ccc(C(N)=O)cc3)n2n1	i
Cc1ccc2oc(C(=O)Nc3ccc(S(=O)(=O)Nc4onc(C)c4C)cc3)cc(=O)c2c1	74%[activator]
Cc1ccc(-n2cc(-c3ccccc3)nc2S(=O)(=O)CC(=O)Nc2ccc(F)cc2)cc1	?
O=[S+]1([O-])NCC2(CCN(Cc3ccccc3)CC2)Oc2ncccc21	?
CC(C)N1CCC(N2C[C@H]3OC(=O)N(CCc4cccc(Cl)c4)[C@H]3C2)CC1	-7%
Fc1ccc(CN2CC[C@H](c3nnc(-c4ccccc4F)o3)C2)cc1	i
Cc1ccc(-c2ccc3nnc(CNC(=O)COc4ccccc4)n3n2)cc1C	-15%
N#Cc1cc2c(=O)n3ccccc3nc2n(-c2nnc(SCc3ccccc3Cl)s2)c1=O	-3%
COc1ccc(Cl)cc1C(=O)NC1CCN(c2cc(C(F)(F)F)nc(C)n2)CC1	i
CC(C)c1noc(-c2cn(C3CCN(C(=O)Cc4ccc(F)cc4)CC3)nn2)n1	-5%
Cc1noc(C)c1CCCNC(=O)C1CCN(C(=O)N2CC3CC(C2)[C@H]2CCCC(=O)N2C3)CC1 (stereo not given in full)	?
CS(=O)(=O)N1CCC(C2CCN(C(=O)c3ccc(F)c(Cl)c3)C2)CC1 (stereo not given)	-13%
CN(C)c1ccc(C(CNC(=O)COc2ccccc2)N2CCOCC2)cc1 (stereo not given)	-16%
COc1ccc(Cn2ccnc2SCC(=O)NCc2ccco2)cc1	i

Compound activity as filed in PubChem BioAssay.
